Rpn11 inh: blocks the human proteasome subunit Rpn11 | calls only at 20 µM | AID 588493 | hit rate 0.59% among 360,000 | human 26S proteasome, Ub4-pepOG fluorescence polarization; 20S core pre-blocked with epoxomicin | O00487;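 active = inhibition at 20 µM, scaled to each plate's controls, above about 33%, limit read from the data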
LMPTP inh: blocks human LMPTP phosphatase; hit rate 0.22% among 360,000; inhibition, % at 20 µM; recombinant LMPTP-A, OMFP fluorogenic substrate, fluorescence intensity; P24666;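 active = compounds that cut the enzyme signal by at least half of the control window in the single-dose screen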;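 note: plate controls were DMSO wells with enzyme plus substrate for no effect and substrate without enzyme for full effect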
Target sequence (P24666 whole entry, looked up): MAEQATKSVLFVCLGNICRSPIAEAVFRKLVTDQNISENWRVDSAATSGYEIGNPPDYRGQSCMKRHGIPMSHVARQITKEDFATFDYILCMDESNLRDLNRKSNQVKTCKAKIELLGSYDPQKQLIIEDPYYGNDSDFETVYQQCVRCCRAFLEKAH
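Assay system: LMPTP-A phosphatase enzyme | Input: 0.625 nM enzyme | Also added: Fluorogenic phosphatase substrate OMFP at 400 µM final | Compound dosing: One test concentration per compound, 20 µM, with 3% DMSO overall | Schedule: 50 min enzyme reaction at room temperature, protected from light | Signal: Fluorescence intensity | Benchmarks: no-enzyme and uninhibited controls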
STEP inh: blocks human striatal-enriched tyrosine phosphatase | P54829 | recombinant STEP, OMFP fluorogenic substrate, fluorescence | inhibition, % at 20 µM | hit rate 0.25% among 360,000 | AID 588621;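 active = inhibition at 20 µM, scaled per plate between control wells, above about 37%, limit read from the data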;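 note: 0% = DMSO with enzyme and substrate and 100% = substrate only without enzyme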
Target sequence (P54829 whole entry, looked up): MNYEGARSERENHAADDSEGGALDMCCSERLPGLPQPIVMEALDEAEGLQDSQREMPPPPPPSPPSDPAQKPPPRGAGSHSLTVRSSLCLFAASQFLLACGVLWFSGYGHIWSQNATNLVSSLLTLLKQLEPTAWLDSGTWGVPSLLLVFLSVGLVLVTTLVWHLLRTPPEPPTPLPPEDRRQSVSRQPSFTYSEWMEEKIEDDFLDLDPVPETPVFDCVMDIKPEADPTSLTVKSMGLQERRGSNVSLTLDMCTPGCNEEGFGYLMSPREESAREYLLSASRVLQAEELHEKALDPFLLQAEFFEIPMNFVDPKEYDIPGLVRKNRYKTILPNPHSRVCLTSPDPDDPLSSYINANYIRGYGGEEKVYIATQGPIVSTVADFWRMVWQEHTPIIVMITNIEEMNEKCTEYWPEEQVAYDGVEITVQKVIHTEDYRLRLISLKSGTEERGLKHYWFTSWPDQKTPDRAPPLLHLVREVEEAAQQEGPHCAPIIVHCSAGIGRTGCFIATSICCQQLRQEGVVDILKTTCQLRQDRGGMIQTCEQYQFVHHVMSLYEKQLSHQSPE
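Material: STEP (striatal-enriched tyrosine phosphatase) enzyme, cell-free | Medium: 50 mM Bis-Tris pH 6.0 with 2.5 mM DTT and 0.005% Tween 20 | Read-out: Percent inhibition scaled to no-enzyme and uninhibited-enzyme controls, plate-pattern corrected | Signal: Fluorescence read at 480 nm ex / 540 nm em | Times: 20 min reaction, room temperature, in the dark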
SKN-1 inh: inhibitors of C. elegans SKN-1. C. elegans VP596 Pgst-4::GFP/RFP ratio, acrylamide-induced, 24 h. inhibition, % at 21.8 µM. hit rate 0.49% among 360,000. AID 624304;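 active = interference check ratio from 0.5 to 1.5 plus GFP to RFP signal ratio inhibition reaching or exceeding a fixed threshold, cut at about 30% in these data, passing the limit was not always enough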; note: some compounds called inactive have numbers as strong as hits
Scp1 inh: inhibitors of human Scp-1 phosphatase; hit rate 0.88% among 340,000; Recombinant Scp1, phosphopeptide, malachite green phosphate absorbance; inhibition, % at 20 µM;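 active = inhibition above about 50% at 20 µM, limit read from the data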;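 note: plate controls were DMSO wells with enzyme for no effect and wells lacking enzyme for full effect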
Target sequence (Q9GZU7 76-261 limits assumed): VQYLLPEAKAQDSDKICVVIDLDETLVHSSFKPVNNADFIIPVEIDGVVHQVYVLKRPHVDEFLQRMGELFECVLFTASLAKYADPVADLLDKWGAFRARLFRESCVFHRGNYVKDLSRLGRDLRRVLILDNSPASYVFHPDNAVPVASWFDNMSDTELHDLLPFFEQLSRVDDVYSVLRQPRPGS
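Test system: SCP-1 phosphatase catalytic domain, residues 76-261 | Compound dosing: One concentration, 20 µM, with 1.0% DMSO | Schedule: 45 min room-temperature reaction, 5 min colour, 30 min stabiliser | Detection: Absorbance at 630 nm | Read-out basis: % inhibition of SCP-1 phosphate liberation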
NRP1-CendR mod: alters CendR peptide binding to human NRP-1; O14786; FAM-RPARPAR peptide binding to NRP-1, fluorescence polarization; inhibition, % at 25 µM; hit rate 0.85% among 360,000;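 active = inhibition or corrected inhibition above about 18%, plus a signal ratio from 0.5 to 1.5, limit read from the data, passing the limit was not always enough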; note: strong numbers were not always called active
SUMO1 PPI mod: modulators of human SUMO1-mediated protein-protein interactions; SUMO1 binding to a labelled peptide, TR-FRET, 1 h; inhibition, % at 20 µM; hit rate 0.33% among 360,000; AID 602429; in the data active = inhibition above about 37%
Target sequence (P63165 whole entry, looked up): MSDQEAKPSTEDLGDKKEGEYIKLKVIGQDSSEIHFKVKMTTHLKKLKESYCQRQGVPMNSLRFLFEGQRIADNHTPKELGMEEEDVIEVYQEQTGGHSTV
NadD block: NadD (S. aureus) enzyme inhibition; hit rate 0.78% among 360,000; inhibition, % at 20 µM; purified NadD enzyme, colorimetric absorbance read-out; in the data active = inhibition above about 26%; note: some compounds past the cut are filed as inactive
DNMT1 inh: blocks human DNA methyltransferase DNMT1 | P26358 | DNMT1 molecular beacon, Hinp1I cleavage, fluorescence | inhibition (reported as % activation of signal), % at 10 µM | hit rate 0.83% among 360,000 | AID 588458; in the data active = inhibition above about 50%
MT1-MMP act inh: MT1-MMP (human) activation inhibition | HT1080 RFP-PRO-GFP cells, GFP/RFP ratio fluorescence, overnight; percent of plate control window, DMSO zero | GFP/RFP ratio change, % at 20 µM | hit rate 0.061% among 360,000 | P50281;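 active = GFP/RFP ratio change of at least 30% with cell ATP level not reduced by more than half and red fluorescence within 50% of control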; note: strong numbers were not always called active
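Test system: HT1080 cells expressing an RFP-PRO-GFP fluorescent reporter construct / Compound dosing: single-point 20 µM compound, 1% DMSO / Schedule: cells overnight before dosing, compound overnight, 37 °C, 5% CO2 / Evaluation: GFP/RFP fluorescence ratio / Control set: DMSO and RFP-L50D-GFP cell wells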
* hit, by the source's call; i = inactive; / = not tested or not shown.

Rpn11 inh,LMPTP inh,STEP inh,SKN-1 inh,Scp1 inh,NRP1-CendR mod,SUMO1 PPI mod,NadD block,DNMT1 inh,MT1-MMP act inh,molecule
i,-0.8,-1,-9,2,-4,-3,0,2,0,Cc1nn(C(C)C)c(C)c1CN1CCCC(C(=O)c2cccc(OC(C)C)c2)C1 (stereo not drawn)
i,-1.0,0,4,-15,-5,2,-5,2,-3,COCc1cc(CN2CCCC(CNC(=O)c3ccc(F)cc3)C2)ccc1OC (stereo not drawn)
i,-1.5,-2,-6,-5,2,2,-7,1,1,CCOC(=O)C1CCCN(C(=O)Cn2ncc3c(=O)oc4ccc(C)cc4c32)C1 (stereo not drawn)
i,-0.1,-1,7,7,1,6,2,-18,1,CC1=C(/C=C/C(C)=C/C=C/C(C)=C/CO)C(C)(C)CCC1
i,-1.4,-1,-6,-4,-12,4,0,7,-1,COCCN(C(=O)CCSc1ccc(F)cc1)c1c(N)n(Cc2ccccc2)c(=O)[nH]c1=O
i,-1.3,-2,-7,-2,-6,1,-6,-1,0,CCOC(=O)c1c(S(=O)(=O)NCCc2cccs2)c(C)n(C)c1C
i,-1.1,0,5,1,7,-3,-2,-2,-2,CCOc1ccc(C2c3[nH]c4ccccc4c3CCN2Cc2cn(CC)nc2C)cc1 (stereo not drawn)
i,-1.0,2,-4,2,4,1,-4,1,7,CC(=O)c1cn(CC(=O)NCc2ccco2)c2ccccc12
i,-1.5,0,-8,-6,3,-26,2,3,-8,Cc1ccnc(Sc2ncccc2[N+](=O)[O-])n1
i,-0.4,-1,5,-11,5,5,-4,3,8,O=C(O)c1ccc(-n2nnnc2SCc2ccccc2)cc1
i,-1.0,1,16,-5,-2,5,-17,0,1,Cc1cccc(C(=O)C2CCN(S(=O)(=O)c3cccc(C(=O)O)c3)CC2)c1
i,5.5,3,6,2,-11,-1,1,-4,-3,Cc1cc2ncn(-c3ncnc4sc5c(c34)CCC(C)C5)c2cc1C (stereo not drawn)
i,0.3,-3,8,8,1,-2,2,1,1,CC[C@]12c3[nH]c4ccc(Cl)cc4c3CCN1C(=O)[C@@H](CC(=O)NCCCOC)C[C@@H]2C(=O)N1CCN(C(=O)c2ccco2)CC1
i,0.3,-3,7,-2,8,-3,0,0,1,COc1ccc(S(=O)(=O)N2CCOCC2)cc1C(=O)NCc1c(C)nn(Cc2ccccc2)c1C
i,-0.8,6,10,10,-3,1,-8,-2,-2,CCC1CCCCN1CCCNC(=O)C1CCN(S(=O)(=O)N2CCCCC2)CC1 (stereo not drawn)
i,-1.0,-4,-9,-10,0,1,1,-2,-7,CCSc1nnc(NC(=O)CSc2nccn2-c2cccc(C)c2)s1
i,-1.4,-1,12,-5,0,-17,3,1,0,NC(=O)c1cnn2c(C(F)(F)F)cc(-c3ccccc3)nc12
i,-1.4,-2,-17,-13,-2,0,-6,3,3,CSc1nsc(SC)c1NC(=O)N1CCCC1
i,0.2,2,-8,-8,9,-3,20,-3,-6,COc1ccc(N2C(=O)C3C4c5ccccc5C(C=Nc5ccc(C)cc5C)(c5ccccc54)C3C2=O)cc1 (stereo not drawn)
i,-2.1,1,2,0,-1,-15,-4,0,3,CC1CC(=O)Nc2ccc([N+](=O)[O-])cc2N1C (stereo not drawn)

An excerpt from above in order of SMILES length, low to high:
Rpn11 inh,LMPTP inh,STEP inh,SKN-1 inh,Scp1 inh,NRP1-CendR mod,SUMO1 PPI mod,NadD block,DNMT1 inh,MT1-MMP act inh,molecule
i,-1.0,0,4,-15,-5,2,-5,2,-3,COCc1cc(CN2CCCC(CNC(=O)c3ccc(F)cc3)C2)ccc1OC (stereo not drawn)
i,-0.8,6,10,10,-3,1,-8,-2,-2,CCC1CCCCN1CCCNC(=O)C1CCN(S(=O)(=O)N2CCCCC2)CC1 (stereo not drawn)
i,-0.8,-1,-9,2,-4,-3,0,2,0,Cc1nn(C(C)C)c(C)c1CN1CCCC(C(=O)c2cccc(OC(C)C)c2)C1 (stereo not drawn)
i,0.3,-3,8,8,1,-2,2,1,1,CC[C@]12c3[nH]c4ccc(Cl)cc4c3CCN1C(=O)[C@@H](CC(=O)NCCCOC)C[C@@H]2C(=O)N1CCN(C(=O)c2ccco2)CC1

The list goes on.
Rpn11 inh,LMPTP inh,STEP inh,SKN-1 inh,Scp1 inh,NRP1-CendR mod,SUMO1 PPI mod,NadD block,DNMT1 inh,MT1-MMP act inh,molecule
i,-0.2,0,17,-2,0,-1,0,2,-4,COc1ccc(C2C(C(=O)N3CC(C)CC(C)C3)c3ccccc3C(=O)N2C)cc1 (stereo not drawn)
i,-1.8,-1,2,-5,-3,3,0,1,-1,O=C(CSc1nncs1)Nc1nccs1
i,2.7,-4,11,-14,-16,-25,12,-11,-2,Cc1c(C(=O)OCC(=O)Nc2cccc(S(N)(=O)=O)c2)oc2c1ccc1ccccc12
i,-0.3,3,-5,-4,-1,8,-4,0,3,COc1cc2c(cc1OC)C(CC(=O)O)N(C(=O)CC1CCCC1)CC2 (stereo not drawn)
i,5.4,5,0,1,2,-15,3,33,-11,Cc1cc(C)c2nc3nc(C)cc(C)c3c(N)c2c1
i,0.6,-3,-8,-5,-9,3,1,14,-1,O=C(NNC1CC(=O)N(c2cccc(Cl)c2)C1=O)c1cccnc1 (stereo not drawn)
i,0.2,1,-13,-1,-3,2,2,-1,0,O=C(NCc1cccc(Cl)c1)C1CCCN(c2ncnc3c2nc2n3CCCCC2)C1 (stereo not drawn)
i,-0.8,1,9,4,-2,5,-1,3,-1,NC(=O)CSc1ncnc2c1oc1ccccc12
i,0.3,2,3,7,4,3,4,2,-2,Cn1ccnc1SCC(=O)n1c2c(c3ccccc31)CCCC2
i,-1.7,2,-4,3,0,5,-3,-4,2,COc1cc(C(=O)OCC(=O)NCc2ccccc2)cc(NC(=O)c2ccco2)c1OC
/,0.1,/,-1,/,-9,2,6,/,5,O=C1NC[C@@H](CCCCN2CCN(CCc3ccccc3)C(=O)C2=O)N(Cc2ccccc2)C1=O
i,0.6,0,4,-4,6,-3,-4,5,-4,CCOC(=O)c1c(-c2ccccc2)oc2ccc(O)c(CN(C)C)c12
i,-1.1,-3,5,-2,12,6,-8,1,-3,COc1ccc(S(=O)(=O)N(CC(=O)N2CCN(C)CC2)c2ccc(C)cc2)cc1Br
/,-0.3,/,2,/,3,2,/,/,2,Cc1cccc(C)c1N1C(=O)c2ccccc2NC(=O)C1C(=O)NCc1ccco1 (stereo not drawn)
i,-0.1,-1,30,-1,4,-4,3,-1,5,Clc1ccc(Cc2nc(-c3ccncc3)no2)cc1
i,-1.1,-1,3,1,19,-22,-3,5,-5,O=S(=O)([N-]c1nc2ccccc2nc1-[n+]1ccccc1)c1ccc(F)cc1
i,0.0,1,-4,-8,0,1,-1,-1,0,COC(=O)C(C)NC(=O)COc1ccc2ccccc2c1 (stereo not drawn)
i,1.8,0,13,-4,-5,-4,20,-10,-9,Cc1ccc(Cn2ccsc2=NC(=O)COC(=O)c2ccc(NC(=O)CC#N)cc2)cc1
i,0.5,2,1,-1,9,-27,0,0,8,Nc1ncncc1-c1ccc([N+](=O)[O-])cc1
i,0.6,0,11,-5,-6,-3,1,-10,-2,O=C(COC(=O)c1cccc(C(=O)OCC(=O)NCc2ccc(F)cc2)n1)NCc1ccc(F)cc1
i,-0.9,-2,1,-19,-7,2,2,-4,6,Cc1c(C)c(C)c(C(=O)c2ccc(NC(=O)c3ccccc3C(=O)O)cc2)c(C)c1C
i,4.0,4,-5,-4,2,1,2,0,6,Cc1c(C(=O)N2CCN(c3ccccc3)CC2)sc2ncnc(N3CCN(c4ccccn4)CC3)c12
i,-1.8,-1,-4,3,1,-9,0,-2,2,Nc1nonc1-n1nnc(C(=O)N/N=C/c2cccc(O)c2)c1CN1CCCC1
i,0.0,-1,-7,1,-8,0,-3,0,3,COc1ccc(OC)c(NC(=S)NCc2ccccc2OC)c1
i,-1.8,4,7,-7,-12,6,-6,4,-1,CC(C)[C@H](NC(=O)c1ccccc1Cl)C(=O)NC1CCCCCC1
i,-0.4,0,8,0,0,-3,-4,1,-3,CC1(C)N=C(c2ccccc2)C(=O)N1
i,-1.1,-1,-9,/,-16,5,-1,1,-2,CCOC(=O)N1CCN(S(=O)(=O)N2CCCC(C(=O)NCc3cc(Br)ccc3OC)C2)CC1 (stereo not drawn)
i,-9.0,1,-23,-7,10,-10,-1,-1,1,COC(=O)c1ccccc1S(=O)(=O)N1CCC(C(=O)NCCC2=CCCCC2)CC1
i,0.3,3,2,-3,-21,-11,1,-10,0,Cc1ccc(NC(=S)/C(=C(\[O-])c2ccc(Cl)s2)[n+]2cccc(CO)c2)cc1C
i,-0.5,2,12,-2,-3,-2,-3,-1,-1,Cc1ccc(NC(=O)c2ccc(=O)[nH]n2)cc1C
i,2.6,0,4,3,1,1,-2,-2,0,COc1cc(CN2CCNC(=O)C2CC(=O)O)cc(OC)c1 (stereo not drawn)
i,-0.1,2,11,-3,2,-5,14,5,3,CCC(=O)N1CCN(c2ccc(NC(=O)c3ccc(N4CCCC4)c([N+](=O)[O-])c3)cc2)CC1
i,-0.4,-2,19,-11,-1,-22,1,1,0,CCOC(=O)N1CCN(S(=O)(=O)c2cccc3nsnc23)CC1
i,-0.1,1,4,-7,-2,4,-6,0,-6,Cc1ccc(Cl)cc1N(C(=O)c1csnn1)C(C(=O)NC1CCCC1)c1ccco1 (stereo not drawn)
i,-0.3,-3,27,0,8,5,-2,-1,1,Cc1ccc(S(=O)(=O)NC(=O)Nc2cccc(C)n2)cc1
i,0.3,6,0,7,11,-16,1,-10,-3,Cc1cccc(-c2c3c(nc4c2c(=O)n(C)c(=O)n4C)-c2ccccc2C3O)c1 (stereo not drawn)
i,4.7,2,1,3,7,-17,-1,-8,-5,Cc1[nH][nH]c(=O)c1C(c1ccc([N+](=O)[O-])cc1)c1c(C)[nH][nH]c1=O
i,-0.6,1,-12,-2,-5,-8,-2,1,6,Cc1nnc(Sc2cc(C(=O)NCCCOC(C)C)c3ccccc3n2)s1
i,0.0,-1,5,-2,6,3,-3,0,-2,Cc1ccc(NS(=O)(=O)c2ccc(C(=O)NCc3ccncc3)cc2)cc1
i,3.5,-1,4,-1,5,0,3,6,6,O=C(NNC(=O)c1nn(-c2ccc(F)cc2)ccc1=O)Nc1cccc(Cl)c1
i,-0.1,1,-5,-2,-12,-5,0,1,-5,CCCCCCOC(=O)/C=C/c1c(C)[nH]c(=O)[nH]c1=O
i,-0.1,-3,8,-7,12,-1,-4,7,-1,Cn1c(C(O)c2ccc3c(c2)OCO3)nc2ccccc21 (stereo not drawn)

Screening data from PubChem.
